Bioassay records (PubChem)
ABCG2 block – blocks JC-1 efflux by human ABCG2 transporter; Q9UNQ0; inhibition, % at 6.6 µM; IgMXP3 cells, flow cytometry; 190,000 compounds, 0.1% hits;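 active = inhibition above 80%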;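 also: 0% = DMSO and 100% = nicardipine control wells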
Target sequence (Q9UNQ0 whole entry, looked up): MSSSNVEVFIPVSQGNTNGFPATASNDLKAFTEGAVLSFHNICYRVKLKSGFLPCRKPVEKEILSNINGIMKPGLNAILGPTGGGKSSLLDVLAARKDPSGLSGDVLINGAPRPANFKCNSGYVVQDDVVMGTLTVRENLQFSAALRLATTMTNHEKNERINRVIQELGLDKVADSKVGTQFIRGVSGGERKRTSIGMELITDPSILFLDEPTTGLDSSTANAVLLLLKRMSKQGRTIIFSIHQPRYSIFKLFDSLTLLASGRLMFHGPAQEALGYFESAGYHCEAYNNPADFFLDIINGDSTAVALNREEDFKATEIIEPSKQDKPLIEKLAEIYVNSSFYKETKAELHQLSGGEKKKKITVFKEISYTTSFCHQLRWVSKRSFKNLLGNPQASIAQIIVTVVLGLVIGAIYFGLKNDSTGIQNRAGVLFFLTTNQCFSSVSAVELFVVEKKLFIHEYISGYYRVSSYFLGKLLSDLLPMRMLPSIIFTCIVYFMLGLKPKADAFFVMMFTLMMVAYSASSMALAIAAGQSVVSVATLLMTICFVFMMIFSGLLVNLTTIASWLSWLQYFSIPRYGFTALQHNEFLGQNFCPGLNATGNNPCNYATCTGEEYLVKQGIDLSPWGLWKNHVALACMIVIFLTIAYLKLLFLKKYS
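Test system: IgMXP3 cells (ABCG2) mixed with DDAO far-red-labelled CCRF-Adr cells (ABCB1). Reagent: JC-1 transporter substrate. Compound dosing: single test compound dose, 6.6 µM final. Times: 10 min compound exposure, 25 °C. Detection: flow cytometry of retained JC-1 fluorescence. Read-out basis: efflux inhibition in percent versus controls. Controls: nicardipine and DMSO wells.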
Pf gamet viab – P. falciparum stage V gametocyte viability inhibition. P. falciparum stage V gametocytes, ATP luminescence, 24 h. AID 743093. inhibition, % at 10.9 µM. 150,000 compounds, 0.065% hits;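 active = inhibition above the mean plus 3 SD of compounds within the control limits, set per campaign, cut at about 38% in these data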;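 also: 0% = DMSO wells and 100% = medium only without gametocytes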
Mcl1 Bid PPI – Mcl-1/Bid interaction inhibition; Q07820; TR-FRET Mcl-1/Bid-Dy647 peptide binding, 1536-well; inhibition, % at 21.7 µM; 220,000 compounds, 0.97% hits;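 active = compounds that cut the binding signal by more than half at the single screening dose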;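 also: His-tagged Mcl-1 with europium anti-His antibody binding Bid BH3 peptide; 0% = Mcl-1 plus peptide wells and 100% = peptide-only wells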
Target sequence (Q07820 whole entry, looked up): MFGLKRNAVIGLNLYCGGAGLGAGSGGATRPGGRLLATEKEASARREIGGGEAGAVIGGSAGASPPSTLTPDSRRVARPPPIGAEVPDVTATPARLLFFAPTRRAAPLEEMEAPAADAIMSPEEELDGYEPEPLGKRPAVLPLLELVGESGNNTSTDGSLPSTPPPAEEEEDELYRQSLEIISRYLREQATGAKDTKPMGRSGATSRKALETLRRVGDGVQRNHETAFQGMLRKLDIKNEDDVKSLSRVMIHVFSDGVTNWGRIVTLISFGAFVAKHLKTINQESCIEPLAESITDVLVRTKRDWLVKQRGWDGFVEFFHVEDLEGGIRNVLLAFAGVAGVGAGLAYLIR
RGS7-Gao reg – human RGS7-Galphao interaction regulation; binding response (% of control), % at 10 µM; Multiplexed bead flow cytometry, RGS7-Galphao binding; actives lie on both sides; P09471; AID 1439; 220,000 compounds, 0.35% hits; in the data active = binding response below about 49% or above about 150%; inconclusive = no clear call, values can overlap the other calls; inactive = in between;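 also: fluorescent Galphao held in activated GDP-AlF4 state binding bead-coupled RGS7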
GSH bead fluor – GSH bead compound fluorescence profile; GSH beads flow cytometry, compound fluorescence 488/530 nm; hits give high values; fluorescence (KMESF) at 10 µM; 190,000 compounds, 0.25% hits; in the data active = fluorescence above about 89;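 also: glutathione beads carrying GST-tagged Bcl family fusion proteins plus one bare bead set; values are compound well signal with DMSO vehicle wells as background; inactives centre near 16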
Avidin fluor – avidin bead compound fluorescence profile; Avidin beads, compound fluorescence 488/530 nm, flow cytometry; hits give high values; AID 1775; 220,000 compounds, 0.38% hits; fluorescence (KMESF) at 10 µM; in the data active = fluorescence above about 47; also: inactives centre near 10
RGS4-Gao reg – human RGS4-Galphao interaction regulation; Multiplexed bead flow cytometry, RGS4-Galphao binding; actives lie on both sides; binding response (% of control), % at 10 µM; 220,000 compounds, 0.33% hits; in the data active = binding response below about 49% or above about 150%; inactive = in between;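 also: fluorescent Galphao activated with aluminum fluoride binding bead-coupled RGS4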
RGS8-Gao reg – modulates binding of RGS8 to human Galphao | multiplexed bead flow cytometry; actives lie on both sides | response (percent of control binding), % at 10 µM | 220,000 compounds, 0.34% hits; in the data active = response below about 60% or above about 140%; inactive = in between;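 also: Galphao activated as the GDP aluminium fluoride complex binding bead-coupled RGS8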
Bim-Mcl-1 – disrupts Bim peptide binding to human Mcl-1; Bead-based flow cytometry, Bim peptide-Mcl-1 binding; inhibition, % at 10 µM; 190,000 compounds, 0.1% hits; AID 1009; in the data active = inhibition above about 40%;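 also: 0% = no compound tracer wells and 100% = peptide blocker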
Mcl1 Noxa PPI – disrupts binding of human Mcl-1 to Noxa peptide; TR-FRET Mcl-1/Noxa peptide binding, 2 h; 220,000 compounds, 1.5% hits; Q07820; inhibition, % at 21.7 µM;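 active = compounds that cut the protein-peptide binding signal by more than 50% relative to plate controls in a single-dose test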;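 also: His-tagged Mcl-1 with rhodamine Noxa BH3 peptide and terbium anti-His antibody; 0% = Mcl-1 plus Noxa peptide wells and 100% = peptide-only wells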
ABCB1 inh – human ABCB1 inhibition, ABCG2 as counter-screen; P08183; CCRF-Adr cells, JC-1 efflux, flow cytometry; inhibition, % at 6.6 µM; 190,000 compounds, 0.067% hits; in the data active = inhibition above about 40%;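 also: 0% = vehicle and 100% = reference inhibitor; higher value means more JC-1 retained so stronger ABCB1 efflux block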
Active calls of the source: *; ? = inconclusive; / = not tested or not shown. Rows are unselected; any-hit rate near 3.3%.

SMILES | ABCG2 block | Pf gamet viab | Mcl1 Bid PPI | RGS7-Gao reg | GSH bead fluor | Avidin fluor | RGS4-Gao reg | RGS8-Gao reg | Bim-Mcl-1 | Mcl1 Noxa PPI | ABCB1 inh
Cc1ccc2nc(-c3ccc(NC(=O)COC(=O)c4ccc(Br)o4)cc3)sc2c1 | -5 | / | 17 | 99 | 13 | 10 | 99 | 102 | -5 | 13 | -0.9
O=C(NC1=NCCS1)[C@H](Cc1ccccc1)N1C(=O)c2ccccc2C1=O | -1 | / | -34 | 97 | 20 | 10 | 96 | 91 | -2 | -12 | -0.2
CC(C)(C)c1ccc(CN2N=Nc3ccccc3S2(=O)=O)cc1 | 1 | / | 20 | 98 | 16 | 17 | 97 | 99 | -3 | 77* | 0.5
COC1(OC)N=C(N)C2(C#N)C(c3cccc(Oc4ccccc4)c3)C12C#N (centres undefined) | 2 | / | 10 | 97 | 10 | 23 | 100 | 97 | 2 | 2 | 0.3
Cc1c(NC(=O)NCc2ccccc2)c(=O)n(-c2ccccc2)n1C | 2 | / | -25 | 99 | 13 | 10 | 93 | 97 | -2 | 4 | 0.3
CCC(C)N=Cc1c(Nc2ccccc2)nc2c(C)cccn2c1=O (centres undefined) | / | -6 | 4 | ? | / | / | 97 | 101 | / | -18 | /
COc1nc(N(C)C)nc(N(OC)S(=O)(=O)c2ccccc2Cl)n1 | 13 | / | 13 | 95 | 20 | 36 | 94 | 94 | -2 | -24 | 1.3
COc1ccccc1/C=C1\SC(=S)N(N2C(=O)CCCC2=O)C1=O | 1 | / | 12 | 96 | 12 | 10 | 99 | 99 | 0 | 13 | -0.4
C[C@H](O)CC1=C[C@H](O)[C@@H](C)OC1=O | 0 | / | -6 | 92 | 19 | 5 | 94 | 98 | -4 | -8 | -0.2
Cc1cccc2c(-c3ccccc3)cc(=O)[nH]c12 | 9 | / | 10 | 95 | 13 | 22 | 100 | 103 | -5 | 6 | 1.5
COc1ccc(/C=N/n2c(C)cc(C)c(C(N)=O)c2=O)cc1 | 1 | / | -32 | 92 | 255* | 7 | 93 | 95 | -3 | -2 | 0.2
CCCCNC(=O)Nc1ccc(C2SCCS2)cc1 | / | 23 | -4 | ? | / | 8 | 107 | 103 | / | 6 | /
Cc1ccc(-c2csc(N(CCc3ccccc3)C(=O)COc3ccccc3)n2)cc1 | 10 | 8 | -10 | 100 | 25 | 5 | 103 | 100 | -1 | -8 | 1.8
CN=C1SC(C(=O)O)CC(=O)N1C (centres undefined) | 5 | 18 | 4 | 106 | 12 | 14 | 99 | 101 | -1 | 18 | 0.2
CCC(Sc1ncccc1C(=O)O)C(=O)N1CCCC1 (centres undefined) | 8 | / | -18 | 101 | 25 | 37 | 101 | 100 | -7 | -3 | 1.0
CCCc1[nH]n(-c2nc3ccccc3s2)c(=O)c1C=NCCN1CCOCC1 | 3 | 19 | -21 | 102 | 12 | 9 | 103 | 103 | 1 | 0 | 0.3
Fc1ccccc1N1CC(c2ccccc2)C(c2cccs2)=N1 (centres undefined) | 8 | / | -11 | 15* | 34 | -1 | 21* | 9.2* | 11 | 9 | -0.4
O=C(O)COc1ccccc1/C=N/Nc1ccc(S(=O)(=O)N2CCOCC2)cc1[N+](=O)[O-] | -1 | -3 | -11 | ? | 12 | 8 | 98 | 100 | 2 | 11 | -0.2
CCOC(=O)c1c(CSC(=N)N)n(-c2ccccc2)c2cc(Br)c(OC(C)=O)cc12 | / | -26 | -25 | ? | / | 4 | 97 | 101 | / | 39 | /
Cc1cc(SCC(=O)NN=C2CCN(C(C)C)CC2)c(C)cc1Br | -7 | 27 | -25 | 95 | 9 | 13 | 101 | 96 | -5 | 4 | -0.3
O=C(NCCc1c[nH]c2ccccc12)c1cncc(Br)c1 | 9 | -10 | -38 | 101 | 11 | 5 | 98 | 99 | 2 | 3 | 0.5
Cc1cccc(C)c1NC(=O)N1CCN(c2nc3ccccc3s2)CC1 | 5 | / | -8 | 103 | 44 | 6 | 108 | 108 | 1 | 12 | 1.4
CCOC(=O)c1c(NC(=O)C(=O)N/N=C(\C)c2ccc(OC)cc2)sc2c1CCCCC2 | -13 | 7 | 4 | 107 | 9 | 6 | 101 | 105 | -2 | 9 | -3.8
CCn1nc(C)c(CN2CCCC(C(=O)c3cccc(OC(C)C)c3)C2)c1C (centres undefined) | 1 | -12 | -8 | 105 | 13 | 11 | 106 | 104 | 0 | 4 | 0.6
O=c1c2cnn(-c3ccccc3)c2ncn1Cc1ccccn1 | -1 | / | 3 | 113 | 5 | 7 | 108 | 111 | 0 | -7 | 0.1
Going on with the list:
SMILES | ABCG2 block | Pf gamet viab | Mcl1 Bid PPI | RGS7-Gao reg | GSH bead fluor | Avidin fluor | RGS4-Gao reg | RGS8-Gao reg | Bim-Mcl-1 | Mcl1 Noxa PPI | ABCB1 inh
CC(C)NC(=O)Cn1cc(C#N)c2cc(Br)ccc21 | 1 | / | -15 | 97 | 15 | 11 | 97 | 101 | 0 | 0 | 0.2
O=C1NC(NS(=O)(=O)c2ccc(Cl)cc2)(C(F)(F)F)C(=O)N1Cc1cccnc1 (centres undefined) | 0 | / | 13 | 93 | 24 | 6 | 89 | 74 | 0 | 36 | 0.3
O/C(=C\c1nc2ccccc2nc1/C=C(\O)c1ccccc1)c1ccccc1 | 0 | / | -23 | 95 | 12 | 6 | 99 | 100 | 15 | -7 | 1.6
Cc1ccc(S(=O)(=O)/N=C(/Nc2ccccn2)c2ccc(Cl)cc2)cc1 | 1 | / | 1 | / | 19 | / | / | / | 0 | 11 | 0.5
CC(=O)c1cccc(NC(=O)c2ccc(-c3ccccc3[N+](=O)[O-])o2)c1 | 16 | -2 | -18 | 100 | 7 | 17 | 100 | 102 | -1 | 26 | 1.5
COc1ccc(/C=N/NC(=O)CCn2nc(C)cc2C)cc1 | / | -5 | -7 | ? | / | 8 | 106 | 105 | / | 20 | /
CCOC(=O)Cn1c(=O)cc(C)c2ccccc21 | 2 | -22 | -20 | 99 | 19 | 8 | 103 | 99 | 0 | 4 | -0.1
CC1CCN(CCCNC(=O)c2ccc3c(=O)n(CCc4ccccc4)c(=O)[nH]c3c2)CC1 | -1 | / | -10 | 105 | 34 | 25 | 103 | 100 | -1 | -5 | -0.2
NC(=O)NCc1ccccc1Cl | 1 | / | -16 | 100 | 11 | 2 | 99 | 100 | -1 | 11 | 1.2
CCC(C)NC(=O)c1cnn2c1NC(c1cccs1)CC2C(F)(F)F (centres undefined) | 4 | / | 3 | 102 | 11 | 10 | 101 | 104 | 0 | -7 | 0.1
CCN(CC)c1ccc(/C=N/N2CCN(Cc3ccc(C)cc3)CC2)c(O)c1 | 1 | / | -119 | 101 | 9 | 27 | 102 | 103 | -2 | -7 | 1.1
Cc1ccc(N=C(NO)c2nonc2N)cc1 | 1 | -10 | -49 | 99 | 35 | 11 | 99 | 101 | 0 | 17 | 0.1
CCCCNC(=O)CSc1nnc(Cc2ccccc2)n1CC | 2 | / | 0 | / | 19 | / | / | / | 0 | -2 | 0.9
C=CCSc1ncccc1C(=O)NCc1ccc(C)cc1 | 1 | -1 | -1 | 108 | 65 | 16 | 106 | 106 | -2 | -9 | 0.1
COc1ccc(C(=O)Nc2ccccc2)cc1S(=O)(=O)Nc1cc(C)on1 | 3 | / | 7 | 92 | 32 | 12 | 93 | 100 | -2 | 11 | 0.5
COc1ccc(C(=O)Nc2ccc3c(c2)nc(CN2CCN(C(C)=O)CC2)n3C)cc1 | 0 | 16 | -20 | 100 | 7 | 28 | 98 | 99 | -3 | -7 | -0.1
COc1ccc(CCNC(=O)C23CCC(C)(C(=O)C2=O)C3(C)C)cc1OC (centres undefined) | 2 | -1 | -42 | 96 | 21 | 11 | 100 | 99 | 0 | 17 | 0.9
Brc1ccc(-c2nnc(Cc3ccccc3)o2)cc1 | / | -5 | -14 | ? | / | 6 | 80 | 86 | / | -13 | /
COc1ccc(/C=C/C(=O)c2c(O)ccc3c(C)cc(=O)oc23)cc1 | 47 | / | 15 | 89 | 14 | 22 | 93 | 91 | -4 | 34 | -0.4
CCN(CC)S(=O)(=O)c1ccc(C(=O)NNC(=O)c2cccs2)cc1 | -5 | 12 | 3 | 108 | 10 | 11 | 102 | 104 | -4 | 5 | -0.3
COc1cccc(-n2c(SCC(N)=O)nc3c([nH]c4ccccc43)c2=O)c1 | 1 | / | -44 | 96 | 22 | 17 | 99 | 98 | 0 | 18 | 0.2
O=S(=O)(Cc1ccc(Cl)cc1)Nc1ccc2c(c1)OCO2 | 0 | -34 | -6 | 104 | 15 | 48* | 103 | 99 | -1 | -1 | -0.1
CCOC(=O)C1CCCN(C(=O)c2cn(CC(C)C)c(=O)c3cc(OC)c(OC)cc23)C1 (centres undefined) | 16 | 10 | 10 | 99 | 21 | 35 | 98 | 97 | -4 | 21 | 3.4
O=C(COc1ccccc1[N+](=O)[O-])Nc1cccnc1 | 4 | -12 | -6 | 101 | 11 | 25 | 104 | 105 | -1 | -13 | 0.2
O=[N+]([O-])c1ccc(OCCN2CCNCC2)cc1 | 1 | 2 | 25 | 102 | 26 | 10 | 101 | 104 | 0 | 33 | 0.1
Next section:
SMILES | ABCG2 block | Pf gamet viab | Mcl1 Bid PPI | RGS7-Gao reg | GSH bead fluor | Avidin fluor | RGS4-Gao reg | RGS8-Gao reg | Bim-Mcl-1 | Mcl1 Noxa PPI | ABCB1 inh
O=C(N/N=C/c1cccs1)c1cccc2cc[nH]c12 | 2 | / | -34 | 97 | 17 | 23 | 97 | 101 | -2 | 4 | 0.1
CCN(CC)C(=O)C[n+]1cccc(/C=N/O)c1 | 8 | / | -25 | 97 | 8 | 4 | 101 | 103 | -5 | 12 | 0.3
Cc1ccc2cc(C#N)c(NCCNC(=S)NCCCN3CCOCC3)nc2c1 | 3 | -15 | -40 | 102 | 16 | 12 | 104 | 105 | -3 | 13 | 0.2
OC(CNCc1ccccc1)c1ccccc1 (centres undefined) | / | -9 | -1 | ? | / | 4 | 94 | 98 | / | 17 | /
O=C(COC(=O)c1ccc[nH]c1=O)Nc1ccc(S(=O)(=O)N2CCCC2)cc1 | / | -7 | -60 | ? | / | 10 | 101 | 101 | / | 19 | /
CCCCN(CCCC)CCNC(=O)CSCc1ccc(C)cc1 | -1 | 9 | 36 | 100 | 13 | 11 | 96 | 102 | -2 | 23 | 0.1
Cc1ccc(OCC(=O)N/N=C\c2ccc(-c3cccc(C(=O)O)c3)o2)c(C)c1 | -10 | 8 | -2 | 103 | 15 | 16 | 103 | 101 | 0 | 31 | -0.7
Cc1cc(NCCCN)nc(-c2ccccc2O)n1 | 0 | / | -16 | 99 | 20 | 35 | 104 | 100 | -6 | 6 | -0.1
COCc1cc(=O)n2c(-c3ccc(C)cc3)n[nH]c2n1 | -1 | / | -18 | 96 | 18 | 7 | 97 | 102 | 0 | 13 | -0.3
COc1cc(C(c2sc3nc(C)nn3c2O)N2CCOCC2)cc(OC)c1OC (centres undefined) | 7 | / | -3 | 102 | 14 | 19 | 100 | 102 | 0 | 6 | -0.1
COc1ccc(-c2cn3nc4c(nc3n2)CCCC4)cc1 | 4 | 12 | -69 | 101 | 43 | 11 | 105 | 101 | -3 | 30 | 1.3
